# MC4R antag cAMP: blocks human MC4R cAMP signaling; P32245; MC4R-expressing cells, MTII-stimulated cAMP, LANCE TR-FRET; inhibition, % at 6.5 µM; hit rate 0.48% among 360,000;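 active means inhibition above its plate's cutoff, the mean of tested wells on that plate plus 3 SD, cut at about 29% in these data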;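 further: 0% = Melanotan II alone and 100% = Melanotan II plus saturating MCL0020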
# Target sequence (P32245 whole entry, looked up): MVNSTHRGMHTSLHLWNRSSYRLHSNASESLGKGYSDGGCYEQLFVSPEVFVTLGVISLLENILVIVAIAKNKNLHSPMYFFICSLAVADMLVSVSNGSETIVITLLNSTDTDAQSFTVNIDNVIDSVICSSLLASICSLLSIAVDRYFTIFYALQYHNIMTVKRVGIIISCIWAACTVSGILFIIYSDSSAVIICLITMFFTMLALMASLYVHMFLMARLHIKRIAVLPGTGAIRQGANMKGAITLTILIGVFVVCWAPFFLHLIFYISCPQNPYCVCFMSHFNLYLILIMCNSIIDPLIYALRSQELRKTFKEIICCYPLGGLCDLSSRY
#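 System: U2OS cells stably expressing human melanocortin 4 receptor (MC4R). Reagent: Melanotan II challenge after compound preincubation. Doses: 6.5 µM. Times: 30-min compound, 1-h challenge, 1-h detection, room temperature. Measured by: TR-FRET with Eu-cAMP and labeled anti-cAMP, 671 nm. Replicates: singlicate.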
# H9c2 protect: protects H9c2 cardiomyocytes from peroxide injury; AID 588492; hit rate 0.63% among 360,000; H2O2 injury protection, ATPLite, 2 h; protection from H2O2 cell death, % at 20 µM;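 active means compounds giving at least 50% protection of heart cells from peroxide-induced death in the single-dose screen, raw or plate-pattern-corrected value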;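 further: 0% = DMSO wells with peroxide and 100% = DMSO wells without peroxide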
# HTR2A ag: activates the mouse 5-HT2A serotonin receptor; P35363; CHO-K1 mHTR2A beta-arrestin complementation, luminescence; percent of 30 µM serotonin response; activation, % at 7.6 µM; hit rate 0.66% among 360,000; AID 624169;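 active means activation above a run cutoff, the mean activation of all tested compounds plus 3 SD, cut at about 14% in these data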;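 further: 0% = plate median of compound wells and 100% = 30 µM serotonin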
# aDG glyco act: alpha-DG glycosylation activation; Pro5-aDG cells, alpha-DG glycosylation AlphaScreen (IIH6); 0% Pro5, 100% B10-LARGE cell signal; hit rate 0.22% among 360,000; AID 624168; activation, % at 10 µM;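 active means activation of at least 8% versus controls, or a plate z-score of at least 8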;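 further: Pro5 are CHO cells carrying HIG-tagged alpha-DG that lacks glycosylation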
# N-glyco inh: N-linked glycosylation inhibition | D54 ERlucT glycosylation luciferase reporter, 24 h; percent of 100 nM tunicamycin response | hit rate 0.23% among 360,000 | reporter increase, % at 12.5 µM | AID 588692;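 active means mean luciferase reporter signal, scaled so untreated is 0 and the glycosylation-blocking control 100, at or above a set limit in every replicate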;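 further: luciferase carries N-glycosylation sites so blocking glycosylation raises the light; 0% = median of neutral control wells and 100% = median of 100 nM tunicamycin wells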
# MC4R barr agon: agonists of human melanocortin 4 receptor (MC4R) beta-arrestin | hit rate 0.98% among 360,000 | activation, % at 8.9 µM | U2OS MC4R beta-arrestin complementation, luminescence; percent of melanotan II response, DMSO zero | P32245 | AID 540308;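 active means activation above a per-plate cutoff, the mean activation of sample wells on that plate plus 3 SD, cut at about 8% in these data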
# Vif imaging: HIV Vif inhibition; HEK293T cells, Vif self-association by quenched fluorescence, imaging, 24 h; inhibition, % at 7.49 µM; hit rate 0.35% among 340,000; in the data active means inhibition above about 50%, passing the limit was not always enough; further: some results filed as inactive read as strong as hits
# ABCB6 inh 2: blocks the human ABCB6 transporter. hit rate 0.19% among 360,000. Q9NP58. K562-ABCB6 porphyrin accumulation, flow cytometry, 1 h; active compounds read low. fluorescence ratio to DMSO, % at 10 µM;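 active means fluorescence ratio to DMSO below 75%, the collection mean minus 3 SD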;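 further: signal is porphyrin accumulated inside mitochondria; 100% equals median channel fluorescence of DMSO control wells; lower ratio means ABCB6 inhibition with less porphyrin fluorescence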
# CaV13 FRET inh: Primary screen for inhibitors of IQ motif and Ca2+-dependent inactivation inhibitor domain binding in CACNA1D, Förster resonance energy transfer in living cells, …. HEK cells, CFP/YFP FRET ICDI-IQ, plate reader, 10 min; percent FRET-ratio fall versus neutral wells. inhibition, % at 12.3 µM. hit rate 0.098% among 340,000. AID 743397;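 active means mean replicate inhibition of at least 30% and at least 1% of replicates passing that level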;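 further: 0% = median of the neutral control wells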
# PDI turbidity: blocks human protein disulfide isomerase activity; P07237; PDI insulin aggregation turbidity, A650, 90 min; inhibition, % at 10 µM; hit rate 0.052% among 350,000;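 active means mean inhibition across replicates of 30% or more, whatever share of single replicates reach that level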;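 further: absorbance from insulin aggregation driven by PDI reduction with DTT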
# Target sequence (P07237 whole entry, looked up): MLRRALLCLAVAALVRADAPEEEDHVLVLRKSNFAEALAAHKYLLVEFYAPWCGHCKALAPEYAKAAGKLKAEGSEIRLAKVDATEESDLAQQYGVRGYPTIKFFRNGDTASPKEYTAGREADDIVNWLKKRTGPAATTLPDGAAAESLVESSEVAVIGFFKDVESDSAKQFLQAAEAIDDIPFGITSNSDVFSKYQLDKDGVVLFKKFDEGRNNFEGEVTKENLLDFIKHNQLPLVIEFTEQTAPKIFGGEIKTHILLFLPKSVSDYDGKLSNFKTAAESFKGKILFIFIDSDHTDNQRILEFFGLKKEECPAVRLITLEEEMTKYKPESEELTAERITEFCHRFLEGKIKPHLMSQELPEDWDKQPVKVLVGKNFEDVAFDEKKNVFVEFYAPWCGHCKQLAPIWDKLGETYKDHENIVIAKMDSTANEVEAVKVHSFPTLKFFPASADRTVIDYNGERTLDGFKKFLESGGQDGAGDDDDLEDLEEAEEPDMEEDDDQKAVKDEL
# An asterisk follows results filed as active; . = not tested or not shown.
SMILES,MC4R antag cAMP,H9c2 protect,HTR2A ag,aDG glyco act,N-glyco inh,MC4R barr agon,Vif imaging,ABCB6 inh 2,CaV13 FRET inh,PDI turbidity
Cn1ncc2c(NNC(=O)Cc3ccccc3)ncnc21,0.2,0.8,5.3,0.0,-1.7,-1.6,0.6,95.0,-5.6,8.9
C/C(CC(=O)Nc1cc(C)ccn1)=N\NC(=O)c1ccccc1C,17.9,-8.3,4.0,-0.4,-0.3,-0.1,-4.3,95.0,-18.4,9.1
COc1ccc(S(=O)(=O)NNC(=O)c2ccc([N+](=O)[O-])cc2)cc1,23.1,-1.3,1.1,0.0,-0.6,0.6,7.9,101.0,-3.7,6.7
O=C1NCCN1Cc1ccccc1F,11.0,1.5,-3.1,-0.2,3.4,1.4,.,105.0,-8.2,2.9
CCN(CC)CCC/C(=N\O)C(O)(c1ccccc1)c1ccccc1,2.5,-4.3,-4.5,0.2,0.9,-0.7,-0.6,97.0,4.8,-9.3
Cc1cccc(C2=NN(c3ccccc3)[C@H](CO)[C@H]2c2ccc(F)cc2)c1,6.7,-5.7,-8.1,1.3,-2.4,-1.6,1.4,95.0,-6.3,-4.8
COc1cc(/C=C/C(=O)Oc2coc(CSc3ncccn3)cc2=O)cc(OC)c1OC,4.9,11.8,1.8,2.2,2.3,-0.6,-15.3,94.0,-4.6,14.3
CCN(CC)S(=O)(=O)c1cccc(C(=O)N/N=C/c2ccc([N+](=O)[O-])o2)c1,-10.8,-3.0,-6.8,3.7,51.5*,-2.5,-2.9,96.0,2.7,-1.9
CC1(C(=O)Nc2ccc3c(c2)OCCO3)CCC(=O)N1CCOc1ccccc1 (stereo not drawn),.,-0.8,5.3,-0.1,3.6,.,.,96.0,-11.0,.
Cn1ccc(C(=O)Nc2sc3c(c2C(N)=O)CCCCC3)n1,1.7,-12.2,3.5,-0.2,-11.0,-3.3,2.4,106.0,-2.4,1.7
CCCC12CN3CC(CCC)(CN(C1)C3c1ccco1)C2=O (stereo not drawn),2.6,2.2,7.3,0.1,3.0,0.8,9.1,99.0,2.8,-2.6
COc1ccccc1-n1cc(C(=O)c2cc(Cl)ccc2O)cc(C#N)c1=O,-0.4,-2.7,2.4,-0.4,-1.7,-0.5,10.7,100.0,-5.8,0.1
C/C(CC(=O)NC(C)c1ccccc1)=N\NC(N)=S (stereo not drawn),23.2,-1.3,0.9,0.0,-1.3,-1.4,2.2,94.0,-4.2,2.4
COc1ccc(CNC(=O)[C@H](C)N2C(=O)N3CCc4c([nH]c5ccccc45)[C@@]3(C)C2=O)cc1OC,3.7,-10.3,-0.9,0.2,-3.4,-1.6,-49.3,98.0,.,.
O=C(c1ccccc1)n1c(=O)cc[nH]c1=O,2.4,-3.4,4.1,-0.2,1.1,1.4,0.9,94.0,-10.5,-12.2
CCOc1ccc2oc(C(=O)OCC(=O)NC3CCCC3)c(C)c2c1,7.8,-12.4,3.2,-0.1,0.0,0.5,-15.4,100.0,-16.0,5.7
CCCCN(CC)CCNC(=O)c1cn(CCOC)c(=O)c2c1c1ccccc1n2C,5.8,13.5,-2.4,0.5,-5.5,-1.0,2.4,99.0,-19.7,-0.6
Cc1cc(C)cc(N2CCN(C(=O)N3CCOCC3)CC2)c1,-2.7,-1.4,-2.8,-0.2,3.7,-1.2,.,102.0,.,-11.0
Cn1c(=O)oc2cc(S(=O)(=O)N3CCC(C(=O)NCc4ccccc4)CC3)ccc21,5.3,6.4,3.5,0.1,-1.1,2.1,-2.2,104.0,-6.7,.
Cc1ccc(S(=O)(=O)N(C)C)cc1NC(=O)CSc1nnc(C2CC2)n1C1CC1,5.0,0.3,3.2,0.0,-3.1,-1.1,4.2,98.0,-4.1,8.6
N#CCCc1cccc(CCC#N)c1,-0.5,7.7,3.9,-0.3,1.9,-0.8,-0.6,89.0,-5.6,-2.8
CCCCn1c(N)c(N(CC(C)C)C(=O)CN2C(=O)C3CCCCC3C2=O)c(=O)[nH]c1=O (stereo not drawn),10.6,2.8,-2.8,-0.3,3.4,-0.8,-2.2,99.0,-5.7,-2.2
Cc1ccc(NC(=O)N2CCN(C(=O)c3ccco3)CC2)cc1Cl,-1.2,1.2,1.6,0.4,3.4,-2.2,-2.1,94.0,-6.1,-14.5
COc1ccccc1CC(=O)NNS(=O)(=O)c1ccccc1[N+](=O)[O-],0.0,-2.7,-1.9,-0.1,-0.9,-1.5,-6.4,100.0,-8.3,0.1
Cc1cccc(C(=O)OCC(=O)c2c(C)[nH]c3ccccc23)c1O,-4.0,-23.2,3.1,0.2,-0.6,5.8,-18.0,97.0,-3.2,5.8
COc1ccc(C(C(=O)NCC2CCCO2)N(C(=O)c2snc(C(N)=O)c2N)c2ccc(C)cc2)cc1OC (stereo not drawn),0.7,3.1,8.8,-0.1,-1.3,0.2,-0.6,100.0,-7.0,-6.5
CCC(=O)Nc1c(C)n[nH]c1C,6.5,1.6,3.7,0.0,0.5,-0.1,2.3,96.0,-5.7,-2.6
COc1cccc(NC(=O)C(=O)NCC(c2ccco2)N2CCc3ccccc3C2)c1 (stereo not drawn),6.9,-11.2,0.1,0.0,-3.8,-2.3,0.6,97.0,-6.9,-5.6
O=C(Nc1ccc(Cl)cc1)C1C2C=CC3(O2)C1C(=O)N(CCCN1CCCCC1)C3C(=O)NC1CCCCC1 (stereo not drawn),9.0,5.4,-7.4,0.1,-1.3,-0.4,29.6,97.0,-4.6,-5.0
O=C(NC(=S)Nc1ccccc1[N+](=O)[O-])c1cncc(Br)c1,12.4,-5.5,4.5,-0.1,0.0,-1.4,-9.9,100.0,-5.5,-0.5
O=C(COC(=O)CCc1ccccc1)NC(c1ccccc1)c1ccccc1,-6.5,3.4,2.9,-0.2,-0.3,-0.7,1.8,97.0,-3.3,-6.4
Cc1cc(SCC(=O)OCC(=O)N(C)C2CCS(=O)(=O)C2)c(C)cc1Br (stereo not drawn),-3.6,0.3,2.0,0.2,0.6,-3.0,-0.7,96.0,-6.5,-5.9
CCCOc1ccc(F)cc1-c1cc(C(=O)NCc2cccs2)[nH]n1,-3.0,-2.3,-1.7,1.1,-0.8,-0.4,-0.5,93.0,-4.7,9.0
Cc1nc2cc(NC(=O)NCc3ccco3)ccc2n1C,-1.4,-0.8,-5.3,-0.3,-1.0,-0.4,-5.0,100.0,-6.2,1.2
CCCOC(=O)C1=C(C)NC(=O)NC1c1cc2c(cc1Br)OCO2 (stereo not drawn),11.2,1.2,4.4,0.1,-0.5,0.0,-4.4,99.0,-20.2,3.6
CCC(C)(C(=O)NC1CCCCC1)N(C(=O)C1CCC(=O)N1)c1ccc(C)cc1 (stereo not drawn),1.0,13.8,-1.3,-0.2,-0.3,-2.2,-1.2,95.0,-0.6,14.1

# Sorted by molar mass (lowest first): three of the compounds above.
SMILES,MC4R antag cAMP,H9c2 protect,HTR2A ag,aDG glyco act,N-glyco inh,MC4R barr agon,Vif imaging,ABCB6 inh 2,CaV13 FRET inh,PDI turbidity
O=C(NC(=S)Nc1ccccc1[N+](=O)[O-])c1cncc(Br)c1,12.4,-5.5,4.5,-0.1,0.0,-1.4,-9.9,100.0,-5.5,-0.5
COc1cccc(NC(=O)C(=O)NCC(c2ccco2)N2CCc3ccccc3C2)c1 (stereo not drawn),6.9,-11.2,0.1,0.0,-3.8,-2.3,0.6,97.0,-6.9,-5.6
Cc1cc(SCC(=O)OCC(=O)N(C)C2CCS(=O)(=O)C2)c(C)cc1Br (stereo not drawn),-3.6,0.3,2.0,0.2,0.6,-3.0,-0.7,96.0,-6.5,-5.9

# The list continues:
SMILES,MC4R antag cAMP,H9c2 protect,HTR2A ag,aDG glyco act,N-glyco inh,MC4R barr agon,Vif imaging,ABCB6 inh 2,CaV13 FRET inh,PDI turbidity
COc1ccc(NC(=O)CN(C)C(=O)c2ccc(S(=O)(=O)N3CCOCC3)cc2)cc1,8.8,0.0,-0.7,-0.1,1.5,-0.1,5.0,90.0,-11.5,13.0
Cc1cccc(-c2nc3c(c(SCC(=O)N(C)C)n2)CCCC3)c1,28.3,13.6,-0.5,0.1,0.6,-0.3,-4.1,84.0,-5.2,-2.2
N/C(=N\O)C1COc2ccccc2O1 (stereo not drawn),-0.3,1.4,4.3,-0.1,4.6,-2.3,1.6,100.0,-4.3,4.9
Cc1ccccc1NC(=O)N1C2CCCC1CC(NC(=O)C(C)(C)C)C2 (stereo not drawn),5.6,1.9,-1.2,-0.1,1.5,-0.6,-0.4,99.0,.,-2.5
O=C(NCCCl)Nc1cccnc1Cl,-6.5,-3.6,-3.9,-0.1,-0.3,-1.2,3.3,100.0,-4.0,2.9
Cc1ccc(NS(=O)(=O)c2ccc(C(=O)OCC(=O)NCC3CCCO3)cc2)cc1 (stereo not drawn),2.6,-3.8,4.7,-0.2,0.1,-2.1,.,99.0,-4.2,2.8
O=C(O)C1CC=CCC1C(=O)Nc1cccc([N+](=O)[O-])c1 (stereo not drawn),6.8,15.9,2.4,0.5,2.7,-2.1,0.3,101.0,-4.0,6.8
C[C@H](O)[C@@H](C(=O)N1CCN(C(=O)OC(C)(C)C)CC1)n1cc(CCCCNC(=O)OC(C)(C)C)nn1,-2.3,0.9,-1.6,0.1,0.8,0.1,5.7,95.0,-11.8,-0.3
O=C(NCC(=O)N1CCCCCC1)c1ccc(Cl)cc1,11.6,2.9,-5.9,-0.1,-0.3,0.5,0.8,102.0,-5.1,6.9
COCCOc1cc(NC(=O)c2sccc2Oc2ccc([N+](=O)[O-])cc2F)c(Cl)cc1Cl,6.3,30.9,4.6,-0.2,-5.0,1.0,0.2,89.0,-0.1,-0.9
COc1ccc(CN2C(=O)C(CC(=O)NCCN3CCOCC3)CC(C(=O)N(C)C)=C2C)cc1 (stereo not drawn),0.9,0.9,-4.2,-0.1,-0.2,-0.1,.,101.0,-1.5,1.8
Cc1[nH]c(=S)[nH]c(=O)c1Cc1ccc(OCC(C)C)cc1,2.7,-2.1,5.5,0.0,-0.7,-0.6,-5.2,96.0,-6.5,15.9
CCN(CC(=O)Nc1c(F)cccc1F)C(=O)CCCN1C(=O)c2ccccc2C1=O,-7.2,0.4,9.9,-0.2,4.7,0.0,.,105.0,-5.5,5.9
Cc1ccccc1NC(=O)CSc1nn2c(=O)c(C)nnc2s1,6.9,2.2,-1.7,-0.2,3.6,-1.5,-4.1,94.0,3.1,0.6
Cc1cccc(N2C(=O)/C(=C\c3ccc(C(=O)O)cc3)c3ccccc3C2=O)c1,-5.5,5.9,2.5,-0.2,1.4,-1.5,6.3,102.0,-21.5,-12.3
O=C1C=C(c2ccccc2)CC(c2ccc(F)cc2)C1 (stereo not drawn),6.3,-17.5,-6.7,0.0,-6.5,3.0,-7.6,100.0,-8.2,-7.2
COc1ccc(Cl)cc1C(=O)OCC(=O)N(CC(C)C)c1c(N)n(Cc2ccccc2)c(=O)[nH]c1=O,0.0,-6.3,1.6,-0.3,1.6,-2.6,2.3,101.0,-6.4,-6.9
COc1ccc(-c2nc(C#N)c(N3CCN(c4ccccc4)CC3)o2)cc1,-2.7,-28.8,-0.8,-0.3,0.6,-0.7,-3.7,100.0,-6.7,13.4
